m5-HT2A agonist = agonists of mouse serotonin 5-HT2A receptor (HTR2A); CHO-K1 mHTR2A beta-arrestin complementation, luminescence; percent of 30 µM serotonin response; activation, % at 7.6 µM; 360,000 compounds, 0.66% hits; AID 624169;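 active = activation above a run cutoff, the mean activation of all tested compounds plus 3 SD, cut at about 14% in these data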;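 note: 0% = plate median of compound wells and 100% = 30 µM serotonin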
Target sequence (P35363 whole entry, looked up): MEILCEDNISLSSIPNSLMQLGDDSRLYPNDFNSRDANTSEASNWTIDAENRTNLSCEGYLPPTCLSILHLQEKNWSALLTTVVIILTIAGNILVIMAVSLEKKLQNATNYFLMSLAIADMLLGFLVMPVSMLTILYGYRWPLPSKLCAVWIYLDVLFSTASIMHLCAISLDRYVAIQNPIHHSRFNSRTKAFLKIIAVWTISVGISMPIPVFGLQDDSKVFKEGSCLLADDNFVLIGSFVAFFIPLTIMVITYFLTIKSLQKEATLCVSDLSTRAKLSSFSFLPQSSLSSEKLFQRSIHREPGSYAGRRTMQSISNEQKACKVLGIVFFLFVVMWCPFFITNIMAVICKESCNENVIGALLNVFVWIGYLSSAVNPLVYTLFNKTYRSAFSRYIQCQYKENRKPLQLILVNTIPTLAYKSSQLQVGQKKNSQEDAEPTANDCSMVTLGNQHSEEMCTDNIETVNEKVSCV
Vif imaging = inhibitors of HIV Vif. HEK293T cells, Vif self-association by quenched fluorescence, imaging, 24 h. 340,000 compounds, 0.35% hits. AID 602346. inhibition, % at 7.49 µM; in the data active = inhibition above about 50%, passing the limit was not always enough; note: some results filed as inactive read as strong as hits
CaV13 FRET inh = Primary screen for inhibitors of IQ motif and Ca2+-dependent inactivation inhibitor domain binding in CACNA1D, Förster resonance energy transfer in living cells, …; inhibition, % at 12.3 µM; HEK cells, CFP/YFP FRET ICDI-IQ, plate reader, 10 min; percent FRET-ratio fall versus neutral wells; 340,000 compounds, 0.098% hits; AID 743397;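 active = mean replicate inhibition of at least 30% and at least 1% of replicates passing that level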;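 note: 0% = median of the neutral control wells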
Cardio protect = modulators protecting cardiomyocytes from myocardial damage; H9c2 cardiomyocytes, H2O2 injury protection, ATPLite, 2 h; protection from H2O2 cell death, % at 20 µM; 360,000 compounds, 0.63% hits; AID 588492;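 active = compounds giving at least 50% protection of heart cells from peroxide-induced death in the single-dose screen, raw or plate-pattern-corrected value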;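 note: 0% = DMSO wells with peroxide and 100% = DMSO wells without peroxide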
MC4R barr agon = human MC4R agonism via beta-arrestin; U2OS MC4R beta-arrestin complementation, luminescence; percent of melanotan II response, DMSO zero; activation, % at 8.9 µM; 360,000 compounds, 0.98% hits;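 active = activation above a per-plate cutoff, the mean activation of sample wells on that plate plus 3 SD, cut at about 8% in these data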
Target sequence (P32245 whole entry, looked up): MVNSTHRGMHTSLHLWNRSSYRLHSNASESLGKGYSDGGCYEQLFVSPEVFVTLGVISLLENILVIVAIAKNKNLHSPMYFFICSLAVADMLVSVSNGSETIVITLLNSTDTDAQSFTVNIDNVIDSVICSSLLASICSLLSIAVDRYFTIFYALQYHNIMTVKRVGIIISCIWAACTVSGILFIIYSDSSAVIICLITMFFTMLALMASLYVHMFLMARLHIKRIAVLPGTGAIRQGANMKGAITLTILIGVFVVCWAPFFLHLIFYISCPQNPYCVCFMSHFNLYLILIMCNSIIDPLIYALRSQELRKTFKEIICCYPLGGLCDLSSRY
MC4R antagonist = antagonists of human melanocortin 4 receptor (MC4R); 360,000 compounds, 0.48% hits; inhibition, % at 6.5 µM; P32245; MC4R-expressing cells, MTII-stimulated cAMP, LANCE TR-FRET;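 active = inhibition above its plate's cutoff, the mean of tested wells on that plate plus 3 SD, cut at about 29% in these data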;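 note: 0% = Melanotan II alone and 100% = Melanotan II plus saturating MCL0020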
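Assay system: U2OS-MC4R stable cell line; Also added: Melanotan II; Technique: Eu-cAMP/anti-cAMP TR-FRET, emission 671 nm; Times: 30-min compound, 1-h challenge, 1-h detection, room temperature.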
PDI inh = PDI (human) enzyme inhibition | PDI insulin aggregation turbidity, A650, 90 min | P07237 | 350,000 compounds, 0.052% hits | inhibition, % at 10 µM;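 active = mean inhibition across replicates of 30% or more, whatever share of single replicates reach that level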;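 note: absorbance from insulin aggregation driven by PDI reduction with DTT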
ABCB6 inh MLPCN = inhibitors of human ABC transporter ABCB6 | K562-ABCB6 porphyrin accumulation, flow cytometry, 1 h; stronger effect = lower value | AID 602162 | Q9NP58 | 360,000 compounds, 0.19% hits | fluorescence ratio to DMSO, % at 10 µM;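 active = fluorescence ratio to DMSO below 75%, the collection mean minus 3 SD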;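 note: signal is porphyrin accumulated inside mitochondria; 100% equals median channel fluorescence of DMSO control wells; lower ratio means ABCB6 inhibition with less porphyrin fluorescence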
aDG glyco act = increases alpha dystroglycan glycosylation. Pro5-aDG cells, alpha-DG glycosylation AlphaScreen (IIH6); 0% Pro5, 100% B10-LARGE cell signal. activation, % at 10 µM. 360,000 compounds, 0.22% hits. AID 624168;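 active = activation of at least 8% versus controls, or a plate z-score of at least 8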;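 note: Pro5 are CHO cells carrying HIG-tagged alpha-DG that lacks glycosylation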
Glyco luc inh = blocks N-linked glycosylation in D54 reporter cells; D54 ERlucT glycosylation luciferase reporter, 24 h; percent of 100 nM tunicamycin response; reporter increase, % at 12.5 µM; 360,000 compounds, 0.23% hits;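 active = mean luciferase reporter signal, scaled so untreated is 0 and the glycosylation-blocking control 100, at or above a set limit in every replicate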;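 note: luciferase carries N-glycosylation sites so blocking glycosylation raises the light; 0% = median of neutral control wells and 100% = median of 100 nM tunicamycin wells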
* = called active by the depositor; nt = not tested or not shown.

structure	m5-HT2A agonist	Vif imaging	CaV13 FRET inh	Cardio protect	MC4R barr agon	MC4R antagonist	PDI inh	ABCB6 inh MLPCN	aDG glyco act	Glyco luc inh
COc1ccc2c(c1)c(C(C)=O)c(C)n2CCc1ccc(OC)c(OC)c1	-6	-4	-3	-6	0.9	7	-3	100	-0.1	3
O=C(CNS(=O)(=O)c1c(Cl)cccc1Cl)OCc1csc(-c2ccccc2)n1	-4	0	1	-14	-0.2	14	-3	96	-0.1	-1
COc1ccccc1NC(=O)C(NC(=O)c1ccc(C)cc1)c1ccccc1 (stereo unspecified)	-6	-2	-19	8	1.2	21	0	94	0.3	-2
COC(CNC(=O)c1ccc(CS(=O)(=O)c2c(Cl)cccc2Cl)o1)OC	-4	nt	-4	7	-0.3	-2	4	97	-0.1	-1
COC(=O)c1ccc(CSc2nnc(Nc3ccc(C)cc3)s2)o1	-1	-3	nt	-8	3.1	9	4	119	0.1	-2
O=C(COC(=O)c1ccc(F)c(S(=O)(=O)N2CCOCC2)c1)c1ccc(Br)cc1	0	0	-6	-8	-1.8	10	-4	98	0.1	0
CC(=O)N1CCN(c2ccccc2NC(=O)COc2cc(C)ccc2C(C)C)CC1	-5	-15	-1	66*	4.3	3	0	97	-0.6	-4
O=C(COc1ccc2c3c(c(=O)oc2c1)CCC3)N1CCN(c2ccccc2)CC1	7	3	-4	0	-1.4	9	-4	130	0.4	1
CC(=O)Nc1cccc(N=NN2CCCCC2)c1	1	-3	-10	-5	-3.0	-2	-3	104	-0.4	0
O=c1[nH]c(CN2CCOCC2)nc2cc(Cl)ccc12	1	17	-5	8	-0.7	1	-2	101	0.0	-1
c1ccc(Nc2c(-c3ccco3)nc3ccccn23)cc1	5	-4	-3	-1	-1.5	-6	1	96	0.5	0
O=C(CN1CCOc2ccccc21)NCc1cccs1	3	nt	-9	3	1.3	4	-13	103	0.2	3
CN(CCC#N)C(=O)Cn1nc(Cc2ccncc2)c2ccccc2c1=O	0	nt	-3	13	0.8	-1	nt	92	0.0	1
Cc1cc(C(=O)CCC(=O)NNC(=O)c2ccccc2O)c(C)s1	2	18	-2	34	0.4	5	-2	103	-0.3	2
O=C(C[C@H]1C[C@H](C(=O)N2CCCCC2)[C@@]2(CCc3ccccc3)c3[nH]c4ccc(Cl)cc4c3CCN2C1=O)NCCCn1ccnc1	-1	-7	-6	-9	2.0	1	-3	93	-0.1	-1
O[C@@H]1CN(CC2CCCCC2)[C@@H](c2ccccc2)C[C@H]1n1cc(-c2ccc(F)cc2)nn1	3	-14	-8	-18	3.2	9	-10	98	0.1	-3
CCC(C)(C)NC(=O)C1CC(=O)N(CCc2ccc(F)cc2)C1 (stereo unspecified)	2	-6	-20	8	0.5	-2	-12	94	-0.2	1
Cc1cc(=O)n(Cc2ccccc2)c2ccccc12	-2	-13	-5	4	-0.2	6	-13	97	0.0	0
CC(C)(C)n1ncc2c(=O)n(CC(=O)N3CCN(c4ccccc4)CC3)cnc21	8	2	nt	nt	-3.2	8	-2	100	nt	1
COc1ccc(C2=Nn3c(nnc3-c3ccccc3)SC2)cc1OC	0	13	-4	8	0.7	-1	-4	97	0.3	1
Cc1c(C(=O)N2CCN(S(=O)(=O)c3ccccc3)CC2)oc2ccccc12	-7	-16	-6	5	-1.9	9	5	99	0.3	-3
CCOc1ccc(NC(=O)c2c(NC(=O)CN3CCN(C)CC3)sc3c2CCC3)cc1	-16	-3	-4	-4	-1.6	1	5	110	1.2	3
CCCS(=O)(=O)c1c(S(=O)(=O)CCC)c2ccc(C(N)=O)cn2c1C(=O)c1ccc(OC)cc1	0	1	-7	20	-1.8	25	5	97	-0.2	-1
O=C(COC(=O)c1ccc(Cl)cc1[N+](=O)[O-])NC(=O)c1ccccc1	3	-2	-11	8	-1.0	-3	11	101	-0.2	1
COc1ccccc1C(=O)N/C(=C\c1ccc(Br)cc1)C(=O)N1CCCC1	-2	-4	-5	5	2.4	4	7	100	0.1	-2
C=CCNC(=O)c1ccccc1NC(=O)c1ccccc1SC	-1	0	-6	6	-1.1	-6	-10	95	-0.1	-1
O=C(Nc1ccc(F)cc1F)N1CCCN(c2ccc(C(F)(F)F)cn2)CC1	-4	-3	-2	-7	-1.2	7	9	99	0.0	-3
Cc1ccc(C)c(NC(=O)CSc2nc3ccc(N4C(=O)c5ccccc5C4=O)cc3s2)c1	6	-2	-18	-4	1.4	8	-3	96	0.0	-1
Cc1cc(C)c2cc(N)c(Cl)nc2n1	-1	-1	-4	3	nt	nt	nt	106	-0.1	0
O=C(CSCc1ccc(Cl)cc1Cl)Nc1ccc(O)cc1C(=O)O	0	-3	-2	8	3.0	11	0	100	0.0	1
O=C(CNC(=O)c1ccccc1F)NCCc1ccc(Cl)cc1Cl	-4	1	-4	-2	-0.4	4	-1	94	0.0	-2
CC(C)Oc1cc(F)ccc1-c1cc(C(=O)NCc2ccccc2)[nH]n1	-10	0	-11	-12	0.5	14	7	95	0.6	1
CCCCCC(=O)N1C[C@@H](O)[C@H](n2cc(COC(=O)c3ccccc3)nn2)C[C@@H]1c1ccccc1	-3	-1	-3	-14	1.8	4	1	93	-0.1	0
CC(C)(C(=O)O)n1cncn1	0	24	2	-1	-1.4	-1	6	99	-0.1	-1
CCOc1ccc2[nH]c(=O)c(CN(CC3CCCN3CC)C(=O)NCc3ccccc3)cc2c1 (stereo unspecified)	-10	-4	nt	13	0.7	-4	8	104	-0.2	-2
Cc1cc(N2CC(C)OC(C)C2)nc(C(C)C)n1 (stereo unspecified)	-2	5	-6	9	-0.5	-3	-1	98	0.0	2
CCN(CC)C(=O)c1c[nH]c2ccc(S(=O)(=O)Nc3cc(C)cc(C)c3)cc2c1=O	3	0	-3	4	-0.8	14	2	97	0.4	0
CCC(=O)c1ccc(OC(=O)c2cccs2)cc1	2	1	-4	-2	-1.9	-4	1	95	-0.1	1
N#C/C(=C\c1c(N2CCC(C(N)=O)CC2)nc2ccccn2c1=O)S(=O)(=O)c1ccc(Cl)cc1	-3	-11	-6	16	-2.0	13	4	99	-0.1	1
Cc1oc(-c2ccc(Cl)cc2)cc1-c1nn2c(-c3ccoc3C)nnc2s1	2	-2	-8	8	0.9	28	-10	99	0.3	2

Three entries out of the list above, ordered by the value under Glyco luc inh, high to low:
smiles	m5-HT2A agonist	Vif imaging	CaV13 FRET inh	MC4R barr agon	MC4R antagonist	PDI inh	ABCB6 inh MLPCN	aDG glyco act	Glyco luc inh
Cc1oc(-c2ccc(Cl)cc2)cc1-c1nn2c(-c3ccoc3C)nnc2s1	2	-2	-8	0.9	28	-10	99	0.3	2
N#C/C(=C\c1c(N2CCC(C(N)=O)CC2)nc2ccccn2c1=O)S(=O)(=O)c1ccc(Cl)cc1	-3	-11	-6	-2.0	13	4	99	-0.1	1
CCOc1ccc2[nH]c(=O)c(CN(CC3CCCN3CC)C(=O)NCc3ccccc3)cc2c1 (stereo unspecified)	-10	-4	nt	0.7	-4	8	104	-0.2	-2

Continued.
structure	m5-HT2A agonist	Vif imaging	CaV13 FRET inh	Cardio protect	MC4R barr agon	MC4R antagonist	PDI inh	ABCB6 inh MLPCN	aDG glyco act	Glyco luc inh
CC[N+](C)(CC)CC(O)COCC1COc2ccccc2O1 (stereo unspecified)	16*	-4	-2	-3	-0.7	-3	-1	106	4.6*	3
Cc1nc(-c2c(-c3ccc(O)cc3O)noc2C(F)(F)F)cs1	0	-21	nt	0	-0.9	-2	5	100	-0.3	-1
COC(=O)c1cccc(NC(=O)Nc2ccc(Cl)cc2Cl)c1	-1	-5	2	-26	9.0*	2	7	95	0.2	2
Cc1ccc(C(=O)ONc2ccc(N=O)cc2)cc1	2	-6	0	-27	0.9	-1	11	87	-0.2	-4
OC(COCc1ccco1)CN1CCN(C(c2ccccc2)c2ccccc2)CC1 (stereo unspecified)	-5	-8	-6	3	0.1	5	5	93	0.0	-2
OC(c1ccc(F)cc1)C(CN1CCOCC1)c1ccccc1 (stereo unspecified)	2	-1	-3	2	0.3	20	-1	99	0.2	-6
COc1ccccc1Nc1ccc(NS(=O)(=O)c2ccc(C(C)=O)cc2)cc1	-5	-4	-20	-11	-2.0	-6	15	99	-0.1	-3
c1ccc(Cn2ncc3c(NCc4ccco4)ncnc32)cc1	-2	-3	-5	3	-0.5	15	4	99	0.0	-1
CCOc1ccc(S(N)(=O)=O)cc1-c1nc2c(C(C)(C)C)nn(C)c2c(=O)[nH]1	-4	-2	-2	1	0.4	-5	-1	95	-0.2	3
N#Cc1ccccc1NC(=O)C(=O)NCCCN1CCCC1=O	0	8	-5	0	-2.9	-2	6	85	3.3	-1
CN1CCOC1c1ccc(C2OCCN2C)cc1 (stereo unspecified)	2	0	-18	1	-1.4	3	11	101	-0.1	-1
O=C(NCCO)/C(=C\c1ccc([N+](=O)[O-])o1)NC(=O)c1ccccc1	0	3	-1	11	1.9	2	0	99	0.2	4
CCOC(=O)c1ccccc1NS(=O)(=O)c1ccc(OC)cc1	-9	-5	-8	-5	-0.1	-8	7	99	0.0	25
COc1ccc(N2CCN(C(=O)c3ccc(C)cc3)CC2)c([N+](=O)[O-])c1	-2	-24	-3	-7	-1.2	-1	-3	101	0.6	1
CC1C(=O)NN=C1C(=O)N/N=C/c1cccs1 (stereo unspecified)	7	-1	-3	0	-0.5	10	-2	99	-0.3	1
COc1ccccc1C(CC(N)=O)c1ccco1 (stereo unspecified)	-1	16	-5	2	-2.3	-3	6	102	-0.1	0
O=C(C1=C(O)C(=O)N(CCN2CCOCC2)C1c1cccc(Br)c1)c1cccs1 (stereo unspecified)	-1	-3	-20	1	-0.6	19	3	94	0.1	0
NC(=O)c1ccc(N=C2C(=O)Nc3ccc([N+](=O)[O-])cc32)cc1	-1	-8	-1	9	-1.9	-20	10	98	0.0	1
O=[N+]([O-])c1cccnc1N1CCN(Cc2ccc3c(c2)OCO3)CC1	29*	15	6	5	0.3	-1	2	102	-0.1	-2
FC(F)Sc1ccc(NC(=S)NC2CCCCC2)cc1	-5	-15	-13	-15	-0.2	3	1	98	0.9	-4
Cc1cccc(N2CCN(C(=O)C3CCN(S(=O)(=O)c4cccnc4)CC3)CC2)c1C	0	-3	-5	-13	0.0	13	1	95	0.2	-1
O=C(OCC(F)(F)C(F)F)c1ccccc1C(=O)Oc1ccc(F)cc1F	6	9	-8	-4	0.8	-1	-9	106	-0.1	0
Cn1cnc2cc(NS(=O)(=O)c3ccc(Br)cc3)ccc21	3	11	-4	-5	-1.0	15	0	95	0.0	0
CS(=O)(=O)N(Cc1ccc(Cl)cc1)c1ccc(C(=O)Nc2cccnc2)cc1	-1	-12	-8	3	-3.0	4	-4	97	0.2	-1
C/C(=N\NC(=O)CCc1ccc(S(=O)(=O)N2CCOCC2)cc1)c1ccc(OC(F)F)cc1	4	4	-4	-7	-3.2	1	-13	101	-0.6	2
N#C/C(=C\c1ccccc1)C(=O)NC(=O)Oc1ccccc1	1	6	-10	7	-1.7	5	0	96	-0.3	4
CNC[C@H]1Oc2cc(Br)ccc2S(=O)(=O)N([C@@H](C)CO)C[C@@H]1C	1	nt	-7	12	-0.6	10	5	101	-0.3	0

Source: PubChem

Rows are unselected (roughly 3.6% active in at least one column).
